# Kir21 inh – inhibitors of mouse Kir2.1 inward-rectifier potassium channel. Inward rectifier potassium channel 2 (Mus musculus), P35561. HEK293-Kir2.1, FluxOR thallium flux fluorescence; hits give low values. B-score at 10 µM. hit rate 0.85% among 310,000;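 active = fluorescence ratio B-score at or below minus 3 SD of library scores, with starting-brightness B-score within 2 SD, cut at about -4.2 in these data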;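 note: channel flux triggered by added potassium and thallium sulfate stimulus; B-score of peak minus minimum fluorescence over baseline after thallium stimulus; more negative B-score means stronger Kir2.1 block with less thallium influx; some compounds called inactive have numbers as strong as hits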
# KCNQ2 inh – KCNQ2 potassium channel inhibitors, primary screen, cell-based, CHO-K1, FluxOR thallium flux, B-score (AID 2156); hit rate 1.1% among 310,000; Potassium voltage-gated channel subfamily KQT member 2 (Rattus norvegicus), O88943; B-score at 10 µM; 20 min; hits give low values;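 active = fluorescence ratio B-score at most minus 3 library SDs, with starting brightness B-score within 2 library SDs, cut at about -5.5 in these data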
# Target sequence (O88943 whole entry, looked up): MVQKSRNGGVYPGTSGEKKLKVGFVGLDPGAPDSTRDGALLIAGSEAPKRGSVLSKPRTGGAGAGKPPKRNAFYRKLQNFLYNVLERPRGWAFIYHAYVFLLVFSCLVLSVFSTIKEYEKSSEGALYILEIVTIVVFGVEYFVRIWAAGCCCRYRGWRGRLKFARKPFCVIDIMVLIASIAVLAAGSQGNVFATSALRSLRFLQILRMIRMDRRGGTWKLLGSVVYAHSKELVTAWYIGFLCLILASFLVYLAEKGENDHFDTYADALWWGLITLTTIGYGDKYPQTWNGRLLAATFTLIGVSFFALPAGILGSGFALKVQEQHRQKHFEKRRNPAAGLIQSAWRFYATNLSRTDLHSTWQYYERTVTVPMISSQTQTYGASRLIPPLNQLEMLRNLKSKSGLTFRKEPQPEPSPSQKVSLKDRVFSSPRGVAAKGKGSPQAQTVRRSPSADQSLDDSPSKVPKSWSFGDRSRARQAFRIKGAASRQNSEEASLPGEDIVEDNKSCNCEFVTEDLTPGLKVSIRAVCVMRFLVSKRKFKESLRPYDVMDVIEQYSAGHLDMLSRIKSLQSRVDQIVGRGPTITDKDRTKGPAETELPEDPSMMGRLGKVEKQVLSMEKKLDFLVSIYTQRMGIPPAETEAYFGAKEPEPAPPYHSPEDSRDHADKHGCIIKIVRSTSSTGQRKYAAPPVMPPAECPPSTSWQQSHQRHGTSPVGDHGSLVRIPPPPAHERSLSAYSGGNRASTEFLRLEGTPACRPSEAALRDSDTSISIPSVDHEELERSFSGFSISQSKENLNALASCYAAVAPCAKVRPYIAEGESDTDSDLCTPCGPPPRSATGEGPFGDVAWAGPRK
# The depositor's hits bear a star; i = inactive. The order is random (roughly 1.8% active in at least one column).
canonical_smiles	Kir21 inh	KCNQ2 inh
COc1cc(/C=C2/C(=O)NN(c3cccc(C)c3)C2=O)cc([N+](=O)[O-])c1O	0.45	i
Cc1ccc(OCc2n[nH]c(=S)n2-c2ccc(Br)cc2)cc1	-0.92	i
CC(=O)N1c2ccccc2C(C)=CC1(C)C	-0.4	i
Cc1[nH]c2ccccc2c1/C=N/NC(=O)CNC(=O)c1cccs1	-0.25	i
O=C(O)CN1C(=O)/C(=C\c2cccc(OCc3ccccc3F)c2)SC1=S	0.47	i
COc1cccc(CNS(=O)(=O)c2ccc(-n3cnnn3)c(C)c2)c1	0.02	i
CCOC(=O)c1[nH]c(C)c(C(=O)N2CCN(C(=O)OCC)CC2)c1CC	-0.42	i
O=C(Nc1ccc(Oc2ccccc2)nc1)C1CCCCN1Cc1ccc(O)cc1 (stereo not given)	1.67	i
COC(=O)c1cc(NS(=O)(=O)c2ccc(N3CCCCC3)c([N+](=O)[O-])c2)cc(C(=O)OC)c1	0.14	i
Cc1ccc(-n2[nH]c(C)c(/C=N/n3c(C)nc4ccccc4c3=O)c2=O)cc1	0.37	i
CCOC(=O)N1CCC(NC(=O)c2cccnc2SC)CC1	0.01	i
CC(C)NC(=O)CSc1nccc(-c2cccs2)n1	0.78	i
CCOC(=O)CN1NC2(CCCCCCC2)NC1=S	0	i
COc1ccc2ccccc2c1/C=N/NC(=S)NCCN1CCOCC1	1.59	i
Cc1onc(-c2ccccc2)c1C(=O)n1cccn1	1.51	i
CCOC(=O)C1CCN(C(=O)Cn2cnc3sc(C)c(S(=O)(=O)N4CCCCC4)c3c2=O)CC1	-0.17	i
Cc1c(C(=O)N2CCOCC2)sc(NC(=O)Cc2ccccc2)c1C#N	-1.15	i
COc1ccc(CCNC(=O)N2CCOCC2)cc1	0.02	i
Cn1c(=O)c(=O)n(C)c2cc(S(=O)(=O)CCC(=O)Nc3c(F)c(F)c(F)c(F)c3F)ccc21	1.29	i
CCc1ccc(OCC(O)CN2CCC(CN3C(=O)c4cccc5cccc(c45)C3=O)CC2)cc1 (stereo not given)	-1.32	i
CCC(=O)Nc1cccc(NC(=O)CSc2nnnn2C)c1	-0.48	i
O=C(NCCc1csc(-c2ccccc2)n1)c1cccs1	-0.38	i
CCOC(=O)[C@H](CCc1ccccc1)N[C@@H](C)C(=O)N1[C@H](C(=O)O)C[C@@H]2CCC[C@@H]21	0.05	i
O=C(CSCc1ccc(Cl)cc1)NN=C1CCCC1	-0.89	i
O=C(CSc1ncn[nH]1)Nc1ccccc1Sc1ccccc1	-1.96	i
O=C1N=C(N2CCc3ccccc3C2)S/C1=C\c1cccc(O)c1	-0.89	i
Cc1nn(C)c(C)c1NC(=O)c1ccc(Cl)cc1	-0.08	i
CC(OC(=O)c1ccc(F)cc1)C(=O)Nc1nc(-c2cccc([N+](=O)[O-])c2)cs1 (stereo not given)	-1.17	i
CN(CC(CC(=O)Nc1nncs1)c1ccccc1)S(=O)(=O)c1ccc(Br)cc1 (stereo not given)	-2.84	i
CCOC(=O)N1CCN(C2CCCN(C(=O)c3ccccc3N(C)C)C2)CC1 (stereo not given)	0.01	i
O=[N+]([O-])c1c(Nc2ccc(O)cc2)cc(Cl)c2nonc12	-6.45*	-10.2*
CCOCc1nnc(NC(=O)c2cc(Cl)ccc2OC)s1	1.13	i
CCOC(=O)C(NC(=O)Nc1ccc(Cl)cn1)(Oc1ccccc1)C(F)(F)F (stereo not given)	0.27	i
COc1ccc2c(C)cc(N3CCN(c4ccc(F)cc4)CC3)nc2c1	2.16	i
Cc1cc(C(=O)OCC(=O)NCCCN2CCCC2=O)c2ccccc2n1	0.04	i
CCC(C)[C@@H](C(=O)Nc1ccc(OC)c(OC)c1)N1Cc2ccccc2C1=O (stereo not given in full)	0.44	i
COCCn1c(SCC(=O)c2ccccc2)nc2c(c1=O)SCC2	-0.77	i
CCOC(=O)N1CCC(Nc2c(Nc3cccc(CC)c3)c(=O)c2=O)CC1	0.25	i
COc1cccc(-c2cc(C(=O)NN3CCOCC3)c3ccccc3n2)c1	0	i
CC(=O)Nc1ccc(S(=O)(=O)Nc2cccc(N(C)S(C)(=O)=O)c2)cc1	-0.65	i
CCOC(=O)c1c(CSc2ccccc2)n(C)c2cc(Br)c(OC)c(O)c12	-0.64	i
CCc1c(O)nc(SCc2ccc(F)cc2)[nH]c1=O	2.53	i
CCCc1c(O)nc(SCc2ccccc2)[nH]c1=O	0.87	i
CNC(=S)NCCc1c[nH]c2ccc(OC)cc12	-0.06	i
O=C(NCC1CCCO1)c1ccc(CNS(=O)(=O)c2ccc(F)c(Cl)c2)cc1 (stereo not given)	0.55	i
CN(C)c1ccc(NC(=O)Nc2ccc3c(c2)nnn3C)cc1	-0.16	i
COc1ccccc1CNS(=O)(=O)c1ccc2c(c1)CCCN2C(C)=O	-1.03	i
CSc1ccccc1COC(=O)Nc1ccccc1C	0.59	i
CC(Nc1ccnc2cc(Cl)ccc12)c1ccc(S(N)(=O)=O)cc1 (stereo not given)	0.22	i
COc1ccc(/C(C)=N/NC(=O)CNC(=O)/C=C\c2ccccc2OC)c(OC)c1	-0.03	i
CC(O)CC(C(=O)NNc1ccccc1)C(=O)NNc1ccccc1 (stereo not given)	-0.03	i
CN=Cc1nc(-c2ccccc2)oc1O	0.09	i
CSC1=NCCN1C(=O)c1ccc(S(=O)(=O)N2CCCCC2)cc1	1.7	i
Cc1cc(C)c(C(=O)C(C)OC(=O)C2=COCCO2)cc1C (stereo not given)	-1.11	i
Cc1ccc(C)c(NC(=O)c2ccc(N(C)S(C)(=O)=O)cc2)c1	0.78	i
Cc1nc2sc(C)c(C)c2c(=O)o1	-0.24	i
O=C(Nc1ccc(Cl)c([N+](=O)[O-])c1)c1ccncc1	0.67	i
O=C(CCC1CCCCC1)NCCN1C2=NC[C@H](Cc3ccc(O)cc3)N2C[C@H]1Cc1ccc(O)cc1	1.69	i
CCOC(=O)c1cccc(NC(=O)COc2nsnc2N2CCOCC2)c1	-0.31	i
Cc1cc(C(=O)COC(=O)CNC(=O)c2ccco2)c(C)n1Cc1ccco1	-0.02	i

# (list continues)
canonical_smiles	Kir21 inh	KCNQ2 inh
CCC(C)[C@H](NC(=O)C1CCC(CNC(=O)[C@@H]2CCCN2C(=O)OC(C)(C)C)CC1)C(=O)O (stereo not given in full)	0.05	i
Cc1nnc(SCC(=O)NNC(=O)c2ccc(Br)cc2)n1C	0.31	i
CC(=O)NC(Cc1ccccc1)C(=O)N1CCN(C(=O)c2cccs2)CC1 (stereo not given)	0.53	i
Cc1ccc(CN2CCN(Cc3ccccc3-c3ccco3)CC2CCO)o1 (stereo not given)	-2.47	i
COc1ccc(C(=O)c2c(-c3ccsc3)oc3ccc(-c4ccc(OC)cc4)cc23)cc1	0.67	i
Cc1ccc(Cn2cnc3c(cnn3C(C)(C)C)c2=O)cc1	-0.29	i
COC1OC(CO)C(O)C(O)C1O (stereo not given)	-0.09	i
CN1C[C@@H]2C[C@@H](C3=Cc4cc(Cl)ccc4OC3)N3CCC[C@@]23C1=O	-1.35	i
COCCNC(=O)CSc1ccccc1C(=O)O	0.02	i
COc1cc([N+](=O)[O-])cc(CN2CCCCC2)c1O	0.35	i
COc1cc2c(cc1OC)CN(C(=O)CCc1c[nH]c3ccccc13)[C@H](C(=O)O)C2	0.66	i
Cc1ccc(O)c(CO)n1	1.02	i

# The closing 2 records of the part above open the next one.
canonical_smiles	Kir21 inh	KCNQ2 inh
COc1cc2c(cc1OC)CN(C(=O)CCc1c[nH]c3ccccc13)[C@H](C(=O)O)C2	0.66	i
Cc1ccc(O)c(CO)n1	1.02	i
CC1CCC(NC(=O)COC(=O)CCC(=O)c2ccc(Cl)s2)CC1 (stereo not given)	0.79	i
CCCc1nnc(NC(=O)CCC(=O)N2CCCCC2)s1	0.83	i
Cc1cc(C)c(NC(=O)C2CCCN2CCOC(=O)c2ccccc2)c(C)c1 (stereo not given)	-4.18	i
Cc1ccc(N2CC(C(=O)Nc3ccc(S(=O)(=O)Nc4nccs4)cc3)CC2=O)cc1C (stereo not given)	0.36	i
Cc1cc(=O)oc2cc(OCC(=O)Nc3c(Cl)cccc3C(F)(F)F)ccc12	0.96	i
CCc1ccc(CCC(=O)Nc2ccc(Cl)cc2)o1	0.56	i
CCN(CC(=O)Nc1ccc(NC(C)=O)cc1)C(=O)/C=C/c1ccc([N+](=O)[O-])cc1	-1.18	i
CCCCNc1c(-c2ccc(SC(C)CC)cc2)nc2ccccn12 (stereo not given)	-1.3	-7.08*
CCc1ccc(C(=O)O)cc1	0.68	i
CCOc1cccc(C(=O)Nc2cccc(C(C)=O)c2)c1	-4.04	i
O=C1c2cccnc2C(=O)N1CO	-0.43	i
Cc1cccc(CCNC(=O)c2cc(=O)[nH]c3ccc(Br)cc23)c1	-1.31	i

# Single records (already shown).
# O=C1c2cccnc2C(=O)N1CO is entered as Kir21 inh = -0.43; KCNQ2 inh = i
# Cc1cccc(CCNC(=O)c2cc(=O)[nH]c3ccc(Br)cc23)c1 is entered as Kir21 inh = -1.31; KCNQ2 inh = i

# Additional results follow.
canonical_smiles	Kir21 inh	KCNQ2 inh
Cc1cc(C)n(-c2nc3c(c(=O)n(C)c(=O)n3C)n2C)n1	1.51	i
CCOC(=O)N1CCN(C(=O)c2cc(-c3ccc(F)cc3)[nH]c2C)CC1	0.54	i
O=C(COC(=O)Cc1c[nH]c2ccccc12)NC1CCS(=O)(=O)C1 (stereo not given)	1.74	i
O=C(Cn1cnc2scc(-c3ccc(Cl)cc3)c2c1=O)N1CCOCC1	-1.35	i
O=C(C1COc2ccccc2O1)N1CCc2ccccc2C1 (stereo not given)	0.72	i
O=C(Nc1ccc(S(=O)(=O)N2CCCCC2)cc1)C1CCN(C(=O)c2ccc(F)cc2)CC1	-0.97	i
Cc1nnc2sc(SCC(=O)N3CCCCC3)nn2c1=O	-1.13	i
O=Cc1cn(CCOc2ccccc2F)c2ccccc12	3.27	i
CC(Sc1nc(-c2ccccc2)cc(C(F)(F)F)n1)C(=O)N1CCCC1 (stereo not given)	0.39	i
CCN(C(=O)COC(=O)c1cn(-c2ccccc2)nc1-c1ccccc1)C1CCS(=O)(=O)C1 (stereo not given)	0.55	i
COc1ccc(N(C(C)C(=O)N/N=C/c2cc(Br)c(C)o2)S(C)(=O)=O)cc1 (stereo not given)	0.08	i
CCOC(=O)c1c(C)[nH]c(C(=O)Cn2c(=O)oc3ccccc32)c1C	0.01	i
Cc1ccc(OCC(=O)N2CCN(S(=O)(=O)c3ccccc3)CC2)c([N+](=O)[O-])n1	0.67	i
O=C(Nc1ccc(S(=O)(=O)NC2CCCC2)cc1)c1cnccn1	-2.05	i
CCOc1ccc(OCC)c(S(=O)(=O)NCCCN2CCOCC2)c1	1.76	i
Cc1ccc(Oc2ccc(NC(=O)c3ccco3)cc2)cc1	0.25	i
CCOc1ccc(NS(=O)(=O)c2ccc(C(=O)NCC(c3ccc(OC)cc3)N3CCOCC3)cc2)cc1 (stereo not given)	-0.05	i
CCOc1cccc(/C(O)=C2/C(=O)C(=O)N(CCOC)C2c2ccc(C)o2)c1 (stereo not given)	1.1	i
Nc1ncnc2c1ncn2CCN1CCCCC1	0.62	i
Cc1csc(NC(=O)c2cn3ccccc3n2)n1	-0.49	i
CCn1c2ccccc2c2cc(CN3CCN(S(=O)(=O)Cc4ccccc4)CC3)ccc21	0.16	i
CCOC(=O)c1sc2ccccc2c1NC(=O)c1coc2ccccc2c1=O	0.3	i
Cc1ccc2nc(N3CCN(CCO)CC3)nc(-c3ccccc3)c2c1	-7*	i
CN(CC(=O)Nc1ccc(S(=O)(=O)N2CCCC2)cc1)Cc1ccc(Cl)cc1	-3.02	i
O=C1C2CC=CCC2C(=O)N1Cc1ccccc1Cl (stereo not given)	-0.28	i
COc1ccccc1NC(=O)c1nn(-c2cccc(C(F)(F)F)c2)ccc1=O	1.06	i
O=C(/C=C/c1ccc(Cl)c([N+](=O)[O-])c1)Nc1ccc(N2CCCC2)cc1	-0.14	i
Cc1cc(C)c(NC(=S)N(CCN(C)C)Cc2cccs2)c(C)c1	0.12	i
CNC(=O)c1[nH]cnc1C(=O)Nc1ccc(OC)cc1	1.24	i
CC(C)NC(=O)NNC(=O)Cn1nnc(-c2cccc(Cl)c2Cl)n1	0.15	i
O=C(COc1ccc(Cl)cc1)Nc1nnc(S(=O)(=O)N2CCCCCC2)s1	-1.94	i
COc1ccc(/C=N/NC(=O)CSc2nnc(C)n2-c2ccccc2)c(OC)c1OC	2.1	i
COc1ccc(Cl)cc1NC(=O)CN(C)C(=O)Cc1ccc2c(c1)CCC2	-4.77*	i
CN1CCC(=NNc2ncnc3sc4c(c23)CCCC4)CC1	0.04	i
Fc1ccccc1-c1n[nH]c(=S)n1/N=C/c1c[nH]c2ccccc12	0.2	i
COC(=O)CCC(=O)Nc1ccc(NC(C)=O)cc1	1.15	i
